NR2E3 ag-1 = human photoreceptor-specific nuclear receptor agonism | Q9Y5X4 | CHO-S Gal4-NCOR/VP16-NR2E3 two-hybrid, luciferase | inhibition of corepressor binding, % at 3.98 µM | 360,000 tested, 0.35% active | AID 602229;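 active means inhibition above the mean of all tested compounds plus 3 SD, cut at about 70% in these data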;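 further: 0% = DMSO with NR2E3 transfected cells and 100% = cells lacking NR2E3 construct; higher means lower luciferase signal from less NR2E3 corepressor binding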
Target sequence (Q9Y5X4 whole entry, looked up, the tested form may be a part): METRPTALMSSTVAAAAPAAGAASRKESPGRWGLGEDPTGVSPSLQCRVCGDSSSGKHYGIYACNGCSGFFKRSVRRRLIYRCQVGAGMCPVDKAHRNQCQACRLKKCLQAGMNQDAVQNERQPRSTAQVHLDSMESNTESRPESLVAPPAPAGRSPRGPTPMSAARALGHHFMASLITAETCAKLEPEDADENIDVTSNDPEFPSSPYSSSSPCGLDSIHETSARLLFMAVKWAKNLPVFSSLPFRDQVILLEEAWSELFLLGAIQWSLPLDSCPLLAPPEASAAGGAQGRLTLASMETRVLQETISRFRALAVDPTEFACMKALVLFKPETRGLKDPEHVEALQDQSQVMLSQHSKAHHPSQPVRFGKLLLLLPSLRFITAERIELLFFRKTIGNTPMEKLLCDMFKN
TWEAK-Fn14 inh = inhibitors of TWEAK-Fn14 interaction signaling; TWEAK-stimulated Fn14 reporter cells, luciferase luminescence, 8 h; AID 1159606; 360,000 tested, 2% active; inhibition, % at 10 µM; in the data active means inhibition above about 50%
aDG glyco up = increases alpha dystroglycan glycosylation; activation, % at 10 µM; 360,000 tested, 0.22% active; Pro5-aDG cells, alpha-DG glycosylation AlphaScreen (IIH6); 0% Pro5, 100% B10-LARGE cell signal;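 active means activation of at least 8% versus controls, or a plate z-score of at least 8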;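 further: Pro5 are CHO cells carrying HIG-tagged alpha-DG that lacks glycosylation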
hiPSC survival = hiPSC single-cell survival enhancement; ATPlite luminescence; 100% = ROCK inhibitor wells, 0% = DMSO; survival enhancement, % at 20 µM; 360,000 tested, 0.044% active; AID 602274; in the data active means survival enhancement above about 18%;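 further: cells exposed to compounds for 16 hours before the ATP read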
CF NFkB block = blocks PAF-induced NF-kB reporter in cystic fibrosis cells; KKLEB NF-kB-GFP reporter, GFP fluorescence overnight; 360,000 tested, 0.86% active; inhibition, % at 5 µM;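 active means at least 50% inhibition at 5 µM, scaled per plate between neutral and stimulator controls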;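 further: PAF is a Pseudomonas aeruginosa culture filtrate used as stimulus; plate controls were PAF-stimulated DMSO wells for no effect and unstimulated DMSO wells for full effect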
NR2E3 ag-2 = activates human photoreceptor nuclear receptor NR2E3; inhibition of corepressor binding, % at 4.78 µM; 320,000 tested, 0.12% active; Q9Y5X4; AID 2300; GST-NR2E3/biotin-RetCOR TR-FRET, 1536-well;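 active means percent inhibition above the cutoff of mean plus 3 SD of all tested compounds, set per screening campaign, cut at about 20% in these data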;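 further: 0% = DMSO wells and 100% = biotin wells as full block of FRET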
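Material: NR2E3–RetCOR corepressor complex / Incubation: Compound–protein incubation for 5 h at 4 °C / Dosing: compound at 4.8 µM, single dose / Detection: time-resolved FRET / Benchmarks: high control biotin, low control 0.6% DMSO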
KKLEB tox = CF airway cell cytotoxicity counter-screen; 360,000 tested, 0.36% active; activity change (cytotoxicity), % at 5 µM; KKLEB CF airway cells viability, ATPlite luminescence, overnight; stronger effect = lower value; cells stimulated with P. aeruginosa culture filtrate; AID 602141;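 active means corrected activity change at or below -50% at 5 µM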
MITF TRPM1 inh = reduces MITF-dependent TRPM1 promoter luciferase signal. SK-MEL-5 TRPM1 promoter luciferase, 24 h. AID 488899. inhibition, % at 12.5 µM. 330,000 tested, 0.83% active;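 active means mean inhibition across replicates of 60% or more, whatever share of single replicates reaches that level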; further: values of inactives mirror those of a sister screen read the other way
Peg3 prom inh = inhibitors of Peg3 promoter | HeLa PEG-Prom luciferase reporter, luminescence, overnight | AID 588405 | inhibition, % at 20 µM | 360,000 tested, 1.7% active;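 active means inhibition of at least 50% at 20 µM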
HIF-2a block = inhibitors of HIF-2a; AID 624352; inhibition, % at 18.8 µM; 786-0 RCC cells HIF-2a reporter, luciferase luminescence, overnight; 360,000 tested, 0.72% active;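 active means inhibition of the luminescence signal of 40% or more relative to plate controls, in a single-dose primary screen at 18.75 µM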
Shn3 3UTR inh = inhibitors of Schnurri-3 3'UTR reporter in osteoblasts. 360,000 tested, 0.52% active. AID 588674. Clone20 osteoblast Shn3 3'UTR firefly luciferase, 24 h. inhibition, % at 12.5 µM;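 active means mean inhibition of at least 75% with every replicate also reaching 75%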;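 further: 0% = median of neutral control wells and 100% = pilot-screen positive control compound; some compounds past the cut are filed as inactive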
Active calls of the source: *; . = no result given.

| # | Structure | NR2E3 ag-1 | TWEAK-Fn14 inh | aDG glyco up | hiPSC survival | CF NFkB block | NR2E3 ag-2 | KKLEB tox | MITF TRPM1 inh | Peg3 prom inh | HIF-2a block | Shn3 3UTR inh |
| --- | --- | --- | --- | --- | --- | --- | --- | --- | --- | --- | --- | --- |
| 1 | CC(NC(=O)c1cccs1)C(c1cccs1)N1CCN(Cc2ccccc2)CC1 (stereo not given) | -19 | 6 | -0.1 | -0.8 | -6 | 5 | 16 | -12 | 4 | 0 | 32 |
| 2 | c1coc(-c2cc(C3CCNCC3)[nH]n2)c1 | -3 | 5 | -0.1 | -0.5 | -8 | 1 | 0 | 13 | -5 | -1 | -7 |
| 3 | COc1cc(CNCCCCO)ccc1OCc1ccccc1F | 1 | 4 | 1.6 | -0.2 | 0 | 2 | -3 | -27 | -117 | -133 | -16 |
| 4 | COC(=O)C1=C(CN2CCc3ccccc32)NC(=O)NC1c1cc(C)ccc1C (stereo not given) | 9 | -1 | 1.0 | 4.4 | 21 | 1 | 12 | 21 | 36 | 15 | 21 |
| 5 | CC12CCC(=O)N1C(C(=O)NCCN1C(=O)S/C(=C\c3ccc(F)cc3)C1=O)CS2 (stereo not given) | -27 | -10 | 0.1 | -0.3 | 7 | -3 | 5 | -5 | -12 | 8 | 4 |
| 6 | CONC(=O)C1CCN(C(=O)OCc2ccccc2)CC1 | -87 | -1 | 0.2 | -0.6 | 0 | -2 | -2 | -3 | -23 | -7 | -5 |
| 7 | CCOC(=O)C(Cc1ccc(O)c([N+](=O)[O-])c1)N1C(=O)c2ccccc2C1=O (stereo not given) | 18 | -4 | 0.0 | 2.4 | 10 | . | -8 | -13 | -14 | -5 | 18 |
| 8 | CC(C)C[C@H]1COc2cc(Br)ccc2S(=O)(=O)N1 | -7 | -5 | 0.2 | 1.5 | -10 | . | -8 | . | -2 | -6 | -7 |
| 9 | CC1Oc2ccccc2N(CC(=O)Nc2ccccc2F)C1=O (stereo not given) | 8 | 9 | 0.0 | -0.5 | 1 | 3 | 7 | -6 | 7 | 16 | -11 |
| 10 | Cc1cc(C)n(-c2nc3nonc3nc2-n2nc(C)cc2C)n1 | -25 | -17 | -0.2 | 4.0 | 0 | 2 | -7 | -11 | 5 | 18 | 1 |
| 11 | CCCN(C(=O)c1ccc([N+](=O)[O-])c(C)c1)c1c(N)n(Cc2ccccc2)c(=O)[nH]c1=O | -32 | -4 | -0.1 | -0.2 | -5 | 6 | 7 | -15 | 8 | 4 | -9 |
| 12 | CCC(=O)Nc1ccc(-c2csc(C)n2)cc1 | -60 | -16 | -0.1 | -2.4 | -12 | 1 | 14 | -41 | -185 | -198 | -19 |
| 13 | Cc1ccc(C(=O)N2CCN(c3ccc([N+](=O)[O-])c(NCc4cccnc4)c3)CC2)cc1 | 3 | -14 | 0.3 | 6.4 | -14 | 3 | 3 | -3 | 56* | 15 | 16 |
| 14 | CCC(C(=O)OCC(=O)N(CC)c1c(N)n(Cc2ccccc2)c(=O)[nH]c1=O)c1ccccc1 (stereo not given) | 9 | -1 | -0.2 | 0.1 | -9 | 2 | 7 | -2 | -7 | 3 | -5 |
| 15 | C=CC[C@H](CC(=O)N(CCO)Cc1ccccc1)C(=O)N[C@H](COC(=O)[C@@H](CC=C)CC(=O)OC(C)(C)C)Cc1ccccc1 | -6 | 20 | 0.7 | -2.4 | 17 | . | 6 | 0 | 21 | 8 | 39 |
| 16 | COc1ccc(N(CC(=O)NCc2ccccc2OC)S(=O)(=O)c2c(C)nn(C)c2C)cc1 | -36 | -1 | 0.2 | -0.6 | -9 | 2 | 13 | . | 3 | 3 | 13 |
| 17 | COc1ccc(C(=O)N2CCN(c3ccc(C(C)=O)cc3F)CC2)cc1S(=O)(=O)NC1CC1 | -18 | -10 | 0.0 | -0.6 | 8 | -1 | -25 | -14 | -30 | -77 | -12 |
| 18 | O=C(O)CSc1nc2ccccc2o1 | 6 | 8 | 0.1 | 1.0 | 6 | 2 | -7 | -8 | -2 | 14 | -25 |
| 19 | O=C(Cn1nnc(-c2ccccc2Cl)n1)NCc1ccc2c(c1)OCO2 | 1 | -1 | 0.3 | 1.4 | -7 | 16 | 6 | 15 | -3 | -7 | -12 |
| 20 | Cc1cc(=O)n2nc(N3CCC(C(=O)N4CCN(C)CC4)CC3)sc2n1 | 2 | 24 | -0.1 | -0.8 | -18 | 2 | 13 | 3 | 15 | 16 | -9 |
| 21 | N#CC(=C(O)CN1CCN(c2ccccc2F)CC1)c1nc(-c2ccc(Cl)cc2)cs1 | 29 | -1 | 0.2 | 2.6 | 26 | . | 1 | 6 | 40 | -9 | 2 |
| 22 | CNC(=O)c1c(NC(NC(=O)c2ccco2)C(=O)c2ccc(Cl)cc2)sc2c1CCCC2 (stereo not given) | -25 | -10 | 0.0 | 1.0 | 4 | 0 | -8 | 9 | 25 | -8 | 10 |
| 23 | CC(=O)c1cc(Cl)ccc1OCC(=O)NC1CCCC1 | -32 | -13 | 0.3 | -0.3 | 12 | . | -4 | -48 | -153 | -154 | -72 |
| 24 | CCN(CC(=O)Nc1ccccc1C(F)(F)F)C(=O)c1cc(S(=O)(=O)N2CCCCCC2)ccc1OC | -18 | 2 | 0.2 | -0.3 | 11 | -2 | -8 | 6 | 7 | 14 | 10 |
| 25 | COc1ccc(-c2cc(C(=O)NC3CCCCC3)no2)cc1OC | 4 | 33 | -0.1 | -0.2 | -11 | 5 | 10 | -7 | -16 | 4 | 3 |
| 26 | O=C(CC12CC3CC(CC(C3)C1)C2)NC1CC1 | 7 | 0 | -0.1 | 0.0 | -2 | 2 | 7 | 1 | 13 | 7 | 2 |
| 27 | COC(=O)c1ccc2nc(-c3cccc(Br)c3)c(CC3CCCCC3)n2c1 | -19 | -4 | 5.5 | -0.2 | . | . | . | . | . | -37 | . |
| 28 | CCN(C(=O)c1cc2cc(OC)ccc2oc1=O)c1ccccc1 | -10 | -6 | 0.1 | 1.0 | 1 | 5 | 2 | 13 | -2 | 3 | -17 |
| 29 | CCC(C(=O)Nc1ccc2[nH]ncc2c1)c1ccccc1 (stereo not given) | -25 | 2 | 0.1 | 62* | 45 | 4 | -30 | -14 | -2 | 23 | -10 |
| 30 | COc1ccc(N2CCN(c3ccc(NC(=O)C4CCCCC4)cc3C#N)CC2)cc1 | -1 | -7 | -0.1 | -3.9 | 12 | 0 | 4 | -1 | 9 | 7 | 5 |
| 31 | COc1ccc(S(=O)(=O)Nc2ccccc2C(=O)NC(C)C)cc1OC | -5 | -21 | -0.3 | 1.0 | 7 | 2 | 1 | -10 | 26 | 7 | -3 |
| 32 | COc1ccc(NS(=O)(=O)c2cccc(C(=O)N3CCCC3)c2)cc1 | -7 | 4 | -0.1 | 0.0 | 11 | 1 | 13 | 7 | 58* | 10 | 7 |
| 33 | Cc1sc(=NC(=O)c2ccco2)n(C)c1-c1ccc(F)cc1 | -108 | -20 | 0.1 | -2.0 | -17 | -3 | 2 | -109 | -303 | -220 | -60 |
| 34 | COc1ccc(S(=O)(=O)N2CCOC2CNC(=O)C(=O)NCCCn2ccnc2)cc1OC (stereo not given) | 22 | 12 | -0.2 | -2.1 | -7 | 0 | 8 | . | -17 | 14 | -5 |
| 35 | CCS(=O)(=O)N1CCCC(C(=O)NCCc2ccccc2)C1 (stereo not given) | -4 | -14 | -0.2 | -0.8 | -16 | 0 | 9 | -6 | 1 | -8 | -9 |
| 36 | Cc1cc(C)cc(NC(=O)CCCSc2nc3ccccc3[nH]2)c1 | 9 | 17 | 2.1 | -0.2 | 2 | -2 | -9 | -1 | 18 | 26 | -4 |
| 37 | CC(C)Cc1nnc(NC(=O)c2cc([N+](=O)[O-])ccc2N2CCOCC2)s1 | -19 | -14 | -0.1 | 0.0 | 11 | 2 | 3 | -16 | -38 | -47 | -7 |
| 38 | Cc1ccccc1Cn1cc(NC(=O)c2noc(C(C)C)c2[N+](=O)[O-])cn1 | -29 | 16 | -0.5 | 0.3 | -16 | -1 | 9 | 7 | 4 | -1 | -2 |
| 39 | Brc1ccccc1C1Nc2cccc3cccc(c23)N1 | 2 | 45 | 0.0 | 1.9 | -21 | 4 | 5 | 6 | 12 | 11 | 1 |
| 40 | Oc1ccccc1-c1cc(-c2ccccc2)n[nH]1 | -189 | -1 | 0.4 | 3.9 | -4 | . | -10 | -53 | -266 | -215 | -173 |
| 41 | COc1ccc(N(C)S(=O)(=O)c2cccc(C(=O)NC3CCC(C)CC3)c2)cc1 (stereo not given) | -4 | 2 | 1.7 | -1.5 | -4 | 5 | -7 | -1 | -14 | -34 | 56 |
| 42 | COc1ccc(OC)c(NC(=O)CSc2nnc(-c3cnccn3)n2C)c1 | -5 | 26 | 0.2 | -0.2 | -2 | -3 | 19 | -1 | 11 | 8 | 1 |
| 43 | O=C(Nc1ccc(S(=O)(=O)Nc2cnc3ccccc3n2)cc1)c1cc(F)c(F)cc1Cl | -5 | 1 | -0.1 | 0.0 | -10 | 4 | -3 | -4 | 1 | 9 | 4 |
| 44 | O=C(Cn1cc[n+](Cc2ccccc2)c1)c1ccc([N+](=O)[O-])cc1 | 4 | 23 | -0.1 | -1.7 | -17 | -3 | -8 | 26 | -7 | 13 | -5 |
| 45 | O=C(/C=C/c1c(F)cccc1Cl)N1CCOCC1 | -35 | 19 | -0.1 | -0.6 | -2 | 2 | -9 | -36 | -81 | -102 | -29 |
| 46 | COCCNC(=O)CC(c1ccccc1)c1ccccc1 | 7 | -2 | -0.1 | 4.2 | -2 | 0 | 9 | -5 | 9 | 12 | -4 |
| 47 | O=[N+]([O-])c1ccccc1/C=N\N1CCN(Cc2ccccc2Cl)CC1 | -26 | -16 | -0.2 | -0.4 | -16 | 2 | 14 | -13 | -53 | -132 | -5 |
| 48 | Cn1c(C(=O)OC(C(=O)NC2CCCC2)c2cccnc2)cc2sccc21 (stereo not given) | 2 | -46 | 0.5 | -0.5 | -17 | 1 | 4 | 7 | 17 | -9 | 8 |
| 49 | CCCNC(=O)C(Cc1ccc(C(F)(F)F)cc1)NC(=O)c1ccc(C#N)cc1 (stereo not given) | -4 | 0 | 0.3 | -2.6 | -6 | 2 | -22 | . | -14 | 10 | -14 |
| 50 | Nc1c(CNCc2nnn(Cc3ccccc3)c2N)nnn1Cc1ccccc1 | 6 | 21 | 0.6 | 5.3 | 30 | . | -8 | . | -3 | 6 | -37 |
| 51 | Cc1nc(-c2cccc(NC(=O)c3cc4cc(Br)ccc4oc3=O)c2)cs1 | -56 | -58 | 0.5 | 0.0 | 13 | -2 | 1 | -5 | -27 | -8 | 2 |

High-throughput results: PubChem BioAssay, several laboratories
